NR2E3 ag-1: inhibitors of NR2E3-RetCOR corepressor binding, primary screen, NR2E3 agonist project, biochemical, TR-FRET, GST-NR2E3, biotin-RetCOR. actives 0.12% (n = 320,000). 1536-well. inhibition of corepressor binding, % at 4.78 µM. AID 2300, 2010. Photoreceptor-specific nuclear receptor (Homo sapiens), Q9Y5X4;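 active = percent inhibition above the cutoff of mean plus 3 SD of all tested compounds, set per screening campaign, cut at about 20% in these data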;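 note: 0% = DMSO wells and 100% = biotin wells as full block of FRET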
Target sequence (Q9Y5X4 whole entry, looked up): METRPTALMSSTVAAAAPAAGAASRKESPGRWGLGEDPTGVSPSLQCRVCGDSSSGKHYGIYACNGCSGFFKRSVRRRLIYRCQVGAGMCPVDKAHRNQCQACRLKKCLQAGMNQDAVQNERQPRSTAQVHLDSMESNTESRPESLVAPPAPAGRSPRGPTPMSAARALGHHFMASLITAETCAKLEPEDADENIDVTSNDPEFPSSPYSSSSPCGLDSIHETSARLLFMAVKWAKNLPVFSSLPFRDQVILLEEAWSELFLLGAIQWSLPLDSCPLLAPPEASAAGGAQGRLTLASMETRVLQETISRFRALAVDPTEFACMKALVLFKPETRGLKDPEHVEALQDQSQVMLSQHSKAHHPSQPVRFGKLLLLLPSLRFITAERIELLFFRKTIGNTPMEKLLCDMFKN
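Test system – NR2E3–RetCOR corepressor complex · Quantity – NR2E3 fusion 1.35 nM · Buffer or medium – Tris pH 7.5 · Incubation – Compound–protein incubation for 5 h at 4 °C · Technique – TR-FRET, Eu(K)-anti-GST donor, streptavidin-D2 acceptor, ex 340, em 617/671 nm · Evaluation – percent inhibition of 671/617 nm emission ratio versus biotin and DMSO controls · Plate – 1536-well format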
TRPM1 prom inh: inhibitors of MITF-dependent TRPM1 promoter reporter, primary screen, cell-based, SK-MEL-5, single point, luciferase. SK-MEL-5 TRPM1 promoter luciferase, 24 h. inhibition, % at 12.5 µM. actives 0.83% (n = 330,000). AID 488899, 2010;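 active = mean inhibition across replicates of 60% or more, whatever share of single replicates reaches that level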; note: values of inactives mirror those of a sister screen read the other way
KKLEB tox: cytotoxicity in KKLEB CF airway cells, primary screen, cytotoxicity control for CF NF-kB inhibitor project, cell-based, uHTS, fluorescence assay plates | actives 0.36% (n = 360,000) | AID 602141, 2011 | KKLEB CF airway cells viability, ATPlite luminescence, overnight; active compounds read low; cells stimulated with P. aeruginosa culture filtrate | activity change (cytotoxicity), % at 5 µM;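 active = corrected activity change at or below -50% at 5 µM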
NR2E3 ag-2: NR2E3 agonists in two-hybrid cells, primary screen, cell-based, luminescence, CHO-S, Gal4-NCOR/VP16-NR2E3 | Photoreceptor-specific nuclear receptor (Homo sapiens), Q9Y5X4 | luciferase | inhibition of corepressor binding, % at 3.98 µM | actives 0.35% (n = 360,000) | AID 602229, 2012;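 active = inhibition above the mean of all tested compounds plus 3 SD, cut at about 70% in these data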;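 note: 0% = DMSO with NR2E3 transfected cells and 100% = cells lacking NR2E3 construct; higher means lower luciferase signal from less NR2E3 corepressor binding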
hiPSC survival: enhancers of single-cell hiPSC survival, primary screen, ATPlite luminescence | 100% = ROCK inhibitor wells, 0% = DMSO | survival enhancement, % at 20 µM | actives 0.044% (n = 360,000); in the data active = survival enhancement above about 18%;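 note: cells exposed to compounds for 16 hours before the ATP read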
CF NFkB block: inhibitors of PAF-induced NF-kB signaling, primary screen, cell-based, GFP fluorescence, uHTS; KKLEB NF-kB-GFP reporter, GFP fluorescence overnight; inhibition, % at 5 µM; actives 0.86% (n = 360,000); AID 588850, 2011;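 active = at least 50% inhibition at 5 µM, scaled per plate between neutral and stimulator controls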;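 note: PAF is a Pseudomonas aeruginosa culture filtrate used as stimulus; plate controls were PAF-stimulated DMSO wells for no effect and unstimulated DMSO wells for full effect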
Peg3 promoter: Peg3 promoter-driven luciferase inhibitors, primary screen, cell-based, HeLa, luciferase luminescence; HeLa PEG-Prom luciferase reporter, overnight; inhibition, % at 20 µM; actives 1.7% (n = 360,000); AID 588405, 2011;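 active = inhibition of at least 50% at 20 µM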
aDG glyco act: activators of alpha-DG glycosylation, primary screen, uHTS, Pro5-aDG cells, AlphaScreen | alpha-DG glycosylation AlphaScreen (IIH6); 0% Pro5, 100% B10-LARGE cell signal | AID 624168, 2012 | activation, % at 10 µM | actives 0.22% (n = 360,000);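 active = activation of at least 8% versus controls, or a plate z-score of at least 8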;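 note: Pro5 are CHO cells carrying HIG-tagged alpha-DG that lacks glycosylation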
TWEAK Fn14 block: inhibitors of TWEAK-Fn14 signaling, primary screen, luciferase reporter cells, uHTS; TWEAK-stimulated Fn14 reporter cells, luciferase luminescence, 8 h; actives 2% (n = 360,000); AID 1159606, 2016; inhibition, % at 10 µM; in the data active = inhibition above about 50%
Shn3 3UTR inh: reduction of Shn3 3'UTR firefly luciferase signal, primary screen, Schnurri-3 inhibitor project, cell-based, Clone20 osteoblasts, set 2 | Clone20 osteoblast Shn3 3'UTR firefly luciferase, 24 h | inhibition, % at 12.5 µM | actives 0.52% (n = 360,000) | AID 588674, 2011;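 active = mean inhibition of at least 75% with every replicate also reaching 75%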;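 note: 0% = median of neutral control wells and 100% = pilot-screen positive control compound; some compounds past the cut are filed as inactive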
HIF-2a inh: HIF-2a reporter inhibitors, primary screen, luminescence, 786-0 RCC cells; 786-0 RCC cells HIF-2a reporter, luciferase luminescence, overnight; inhibition, % at 18.8 µM; actives 0.72% (n = 360,000);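 active = inhibition of the luminescence signal of 40% or more relative to plate controls, in a single-dose primary screen at 18.75 µM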
An asterisk follows results filed as active; / = no result given.

Compound,NR2E3 ag-1,TRPM1 prom inh,KKLEB tox,NR2E3 ag-2,hiPSC survival,CF NFkB block,Peg3 promoter,aDG glyco act,TWEAK Fn14 block,Shn3 3UTR inh,HIF-2a inh
Cc1ccc(-c2csc3nnc(SCC(=O)NCc4ccco4)n23)cc1,0.6,5.5,5.2,22.2,1.1,2.7,20.8,-0.2,5.6,6.7,-0.9
O=C(Nc1nc2ccccc2[nH]1)c1ccccc1F,0.1,87.0*,-29.8,-31.7,-3.1,8.1,93.0*,0.0,102.5*,79.9,75.4*
Cc1cccc(NC(=O)CSc2nnc(-c3ccco3)n2CC2CCCO2)n1 (centres undefined),2.9,-8.0,-6.6,-7.4,0.7,3.4,4.4,0.0,25.6,-20.1,20.7
CCCC1=Nc2cc(C(=O)N3CCC(C(=O)OCC)CC3)ccc2Sc2ccccc21,0.5,11.5,-1.3,-6.2,-0.3,-1.0,27.1,0.3,10.4,16.5,14.4
Cc1nc2ccccc2n1CC(=O)NCCN1CCCC1,0.3,-0.9,-3.6,5.2,0.3,13.2,0.5,-0.3,12.9,-0.2,5.1
CCSc1nc(C(F)(F)F)cc(=O)n1-c1ccccc1,-2.1,6.4,-8.8,-22.7,-1.0,0.6,-2.4,0.1,-21.2,1.2,12.9
CCc1ccc(Cn2nnc(C(=O)Nc3cccc(C)c3)c2N)cc1,1.1,-4.0,6.4,-44.4,0.2,-18.1,1.3,0.1,-5.6,-7.0,-25.2
COC(=O)c1sccc1-n1cccc1C(=O)NCc1ccccc1,2.0,8.9,-3.1,-17.1,-0.7,12.9,2.4,0.4,4.9,-6.5,7.3
CCC(Oc1ccc2c(=O)c(-c3ccccc3OC)coc2c1)C(=O)OCc1ccccc1 (centres undefined),-1.7,9.6,-7.7,-25.3,-0.2,-3.5,15.2,0.0,11.4,-2.1,0.4
O=C(NNC(=S)Nc1ccc(Br)cc1Cl)c1ccco1,-3.2,-8.0,-4.1,-0.6,-0.1,7.3,-130.7,0.0,5.1,-31.5,-96.1

Reprinted from the part before: 2 compounds; new compounds follow.
Compound,NR2E3 ag-1,TRPM1 prom inh,KKLEB tox,NR2E3 ag-2,hiPSC survival,CF NFkB block,Peg3 promoter,aDG glyco act,TWEAK Fn14 block,Shn3 3UTR inh,HIF-2a inh
CCC(Oc1ccc2c(=O)c(-c3ccccc3OC)coc2c1)C(=O)OCc1ccccc1 (centres undefined),-1.7,9.6,-7.7,-25.3,-0.2,-3.5,15.2,0.0,11.4,-2.1,0.4
O=C(NNC(=S)Nc1ccc(Br)cc1Cl)c1ccco1,-3.2,-8.0,-4.1,-0.6,-0.1,7.3,-130.7,0.0,5.1,-31.5,-96.1
CCN(CC)c1ccc(S(=O)(=O)N2CCOCC2)cc1NS(C)(=O)=O,-3.0,-5.7,3.6,-20.4,-0.1,-32.3,18.4,-0.1,-4.4,-13.1,14.2
O=C(Cc1ccc(Br)cc1)Nc1ccc(S(=O)(=O)NCC2CCCO2)cc1 (centres undefined),2.0,5.8,1.6,-0.1,1.8,0.3,25.7,0.9,-6.5,-4.2,17.0
Fc1cccc(Cc2c(-c3cccc(Cl)c3)nc3ccc(Br)cn23)c1,/,/,-13.3,-19.6,-1.3,6.3,-152.8,0.0,0.2,-61.0,-236.2
COc1ccc(C(=O)COC(=O)CN2C(=O)C3C4C=CC(C4)C3C2=O)cc1 (centres undefined),-1.3,4.0,-5.6,-5.2,-0.1,11.8,6.6,-0.3,3.5,-11.3,12.2
O=C(O)c1cccc(CN2C(=O)SC(Nc3cccc4ccccc34)C2=O)c1 (centres undefined),-2.6,10.4,14.2,-2.5,0.3,-9.3,-2.8,-0.1,10.2,12.7,14.7
CC(C)[C@H](NC(=O)N1CCn2c1nc1ccccc12)C(=O)N[C@@H](Cc1ccccc1)C(=O)O,1.5,10.1,3.4,7.6,4.3,-23.8,5.3,0.0,-2.2,2.5,7.3
Cc1ccc(-c2ccc(=O)n(CCC(=O)N3CCN(c4ccccc4)CC3)n2)cc1,3.3,20.6,-10.2,17.2,0.1,-2.9,3.3,0.0,-21.3,3.0,12.5
CCc1ccccc1N(C)S(=O)(=O)c1cc(-c2cc(C)no2)ccc1OC,-1.5,12.5,-22.5,-32.7,-0.4,15.2,24.9,0.0,18.6,2.2,10.3
O=C(Nc1cccc(NC(=O)c2cccs2)c1)c1ccc([N+](=O)[O-])o1,5.4,97.7*,1.0,16.4,-0.8,-18.7,54.7*,0.5,20.4,63.3,25.1
COc1ccccc1NS(=O)(=O)c1cc(C(=O)N2CCCC2)ccc1C,4.6,-6.7,8.6,-9.2,1.1,-15.7,-3.2,-0.2,-2.9,-2.5,8.4
O=c1c2ccccc2c(-c2ccccc2)nn1-c1ccc(Cl)c(Cl)c1,2.5,0.2,-18.6,-7.0,-1.5,13.6,6.7,2.9,9.1,19.9,13.0
COc1cccc(C(=O)NC(=S)NCc2ccco2)c1,0.5,-5.4,-3.2,-21.8,1.9,-17.3,-77.9,-0.1,-9.9,-25.6,-98.1
O=C(O)COc1ccc(/C=N/NC(=O)c2ccccc2Br)cc1,-3.0,5.1,0.0,-21.4,-1.0,10.6,31.7,-0.2,-8.8,-3.4,17.8
CCc1nc(C)cn1S(=O)(=O)c1cc(C)c(OC)c(C)c1C,1.0,-10.5,9.2,22.4,5.8,0.3,-1.9,-0.1,-1.5,-4.8,21.3
COc1ccc(OC)c(/C=N/NC(=O)CCc2n[nH]c(=O)[nH]c2=O)c1,2.4,4.5,3.9,6.5,2.2,-19.2,-2.1,1.0,4.0,-2.7,15.9
Cc1ccc(-c2nnc(-c3ccc(NC(=O)c4cccs4)cc3)o2)cc1,2.0,73.5*,-48.2,-10.4,-2.5,42.1,6.5,-0.5,-36.3,18.3,-8.8
Cc1cc(C)c(OCC(=O)OCC(=O)NCCC2=CCCCC2)c(C)c1,3.7,7.5,-2.3,-19.2,-0.4,5.8,0.4,-0.3,7.4,-2.6,11.2
NC(=O)NC(=O)COC(=O)c1ccc(OC(F)F)cc1,0.5,-0.4,-24.8,-19.6,2.3,17.8,9.1,0.3,10.5,-13.3,8.9
CCOc1cc(N2CCOCC2)c(OCC)cc1NC(=O)c1c(-c2ccccc2)noc1C,3.0,12.0,-36.7,-20.0,0.5,-10.7,-5.0,-0.3,-36.2,-1.6,4.6
C/C(=N\NC(=O)CCC(=O)Nc1ccc(C)c(C)c1)c1cccs1,0.9,2.0,6.6,-12.5,-2.8,3.1,4.1,0.1,-12.7,0.3,7.7

Among those listed so far, these contain a thiophene ring, fused or not.
Compound,NR2E3 ag-1,TRPM1 prom inh,KKLEB tox,NR2E3 ag-2,hiPSC survival,CF NFkB block,Peg3 promoter,aDG glyco act,TWEAK Fn14 block,Shn3 3UTR inh,HIF-2a inh
COC(=O)c1sccc1-n1cccc1C(=O)NCc1ccccc1,2.0,8.9,-3.1,-17.1,-0.7,12.9,2.4,0.4,4.9,-6.5,7.3
O=C(Nc1cccc(NC(=O)c2cccs2)c1)c1ccc([N+](=O)[O-])o1,5.4,97.7*,1.0,16.4,-0.8,-18.7,54.7*,0.5,20.4,63.3,25.1
Cc1ccc(-c2nnc(-c3ccc(NC(=O)c4cccs4)cc3)o2)cc1,2.0,73.5*,-48.2,-10.4,-2.5,42.1,6.5,-0.5,-36.3,18.3,-8.8
C/C(=N\NC(=O)CCC(=O)Nc1ccc(C)c(C)c1)c1cccs1,0.9,2.0,6.6,-12.5,-2.8,3.1,4.1,0.1,-12.7,0.3,7.7

(continued)
Compound,NR2E3 ag-1,TRPM1 prom inh,KKLEB tox,NR2E3 ag-2,hiPSC survival,CF NFkB block,Peg3 promoter,aDG glyco act,TWEAK Fn14 block,Shn3 3UTR inh,HIF-2a inh
Nc1cccc(C2=Nc3cccc4cccc(c34)N2)c1,3.2,28.6,8.0,-28.2,2.6,-8.9,13.0,-0.2,18.9,15.2,20.2
CCN(CC)c1nc(C)nc2c1cnn2CCc1ccccc1,-1.8,-85.0,-5.1,-117.0,-0.4,-1.7,-222.4,0.0,-21.2,-81.5,-261.7
Cc1cccc(NC(=O)C2C3C=CC(O3)C2C(=O)O)c1C (centres undefined),1.1,6.9,4.9,21.3,-0.6,-25.3,4.5,-0.1,9.8,-2.0,9.9
CC1(C)CC(=O)C2=C(C1)OC(N)=C(C#N)C2c1cn(-c2ccccc2)nc1-c1ccccc1 (centres undefined),3.4,-31.0,1.4,-51.5,-1.4,12.1,-101.8,0.4,17.4,-19.7,-67.8
CCOc1ccc(C(=O)NC(=S)NCCCN2CCOCC2)cc1,1.3,4.5,-7.1,-3.1,-0.5,13.1,13.7,-0.3,2.0,-3.3,4.1
COc1ccc(C=NN=C2c3ccccc3-c3ccccc32)cc1OC,/,-22.3,5.0,-13.1,-0.1,5.2,-82.0,-0.7,-17.4,24.7,-71.0
C/C(=N\NC(=O)c1cccc(Cl)c1)c1cccc(NC(=O)c2ccco2)c1,1.6,-1.8,-10.8,-138.6,-1.7,14.2,-15.8,-0.3,-19.6,-2.9,7.0
CCOC(=O)c1oc2c(CN3CCN(C)CC3)c(O)ccc2c(=O)c1-c1ccccc1OC,0.9,-3.5,-10.2,-15.6,-0.3,4.1,3.5,0.4,-7.9,-48.7,3.2
CCc1nnc(NC(=O)CSc2nnc(Cc3cc(=O)[nH]c(=O)[nH]3)n2-c2cccc(OC)c2)s1,-0.4,0.6,1.9,-41.3,1.4,13.1,21.1,0.0,0.2,8.6,8.9
COc1ccc2[nH]cc(C(O)CN3CCC(C(N)=O)CC3)c2c1 (centres undefined),0.0,-2.9,5.4,-21.4,3.8,-9.2,20.7,-0.3,12.5,-12.8,6.5
COc1ccc(N=Cc2ccccc2O)cc1,/,10.2,1.5,-10.5,-0.4,-2.6,2.5,-0.2,12.0,2.0,-18.1
CCOC(=O)C(C)n1cnc2c(nnn2-c2ccc(F)cc2)c1=O (centres undefined),3.1,/,-1.9,-10.0,-1.5,-3.7,-1.7,-0.2,17.5,-2.3,-18.8
O=c1c2c3c(sc2nc2sc(CN4CCOCC4)cn12)CCCC3,/,-55.3,-0.5,-5.5,0.4,15.9,-118.5,-0.2,-38.1,-22.7,-149.2
